DT40 TDP1 no CPT: qHTS for Inhibitors of human tyrosyl-DNA phosphodiesterase 1 (TDP1): qHTS in cells in absence of CPT. DT40 Tdp1-/- hTDP1 cells, no CPT, ATP luminescence, 48 h. Potency, µM (top dose mostly 46.2 µM), for the others: at the highest dose activity change, negative = growth inhibition, hits mostly inhibitors. 15% of 420,000 active. AID 686978, 2013; active means well fitted inhibition curve with a large enough effect; inconclusive means small, poorly fitted or top-dose-only effect; further: nearly all actives have a fitted effect of over 55% in size
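Luminescent ATP content (CellTiter-Glo) served as the growth readout. Knockout chicken DT40 cells expressing human TDP1 were exposed to compounds without camptothecin for a minimum 48 hr at 37 °C.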
* marks the source's active call; other numbers are inactive results; ? = inconclusive. On the % scale 0 is the no-effect control and ±100 the full control effect; potency means the concentration at half of the fitted maximal effect. This is a subset (hit frequency here may not be typical).

Molecule | DT40 TDP1 no CPT
COc1cccc(C2=Cc3ccc(F)cc3C(CC(C)=O)N2c2ccc(-c3cncnc3)cc2)c1 (configuration not stated) | 16µM*
Cc1ccnc(NC(=O)CCNC(=O)c2ccc(Br)cc2)c1 | 0%
Cc1c(C(c2cc(O)ccc2O)c2c(C)n(C)n(-c3ccccc3)c2=O)c(=O)n(-c2ccccc2)n1C | ?
COC(=O)[C@]12CCCCC=C1N(CCc1ccc(OC)c(OC)c1)C(=O)[C@H](CC(=O)N1CCCC1)C2 | ?
CC1(C(=O)NS(=O)(=O)c2ccccc2Cl)CCN1C(=O)c1ccco1 (configuration not stated) | -15%
C[C@@H]1c2ccccc2N2C[C@H](Cc3ccc(C(=O)c4ccccc4)cc3)C[C@@H]12 | ?
O=C1CCN(Cc2ccccc2)C=C1C(=O)c1ccccc1 | -18%
CN(C)CCN1CCN(C2CN(Cc3ccc([N+](=O)[O-])cc3)S(=O)(=O)C2)CC1 (configuration not stated) | -24%
O=C1c2[nH]c(=O)[nH]c(=O)c2CN1Cc1ccccc1 | 1%
Cc1c(C(=O)N2CCOc3ccccc3C2)sc2ncnc(NCCCN3CCOCC3)c12 | -7%
COc1ccc(NC(=O)c2cc(C3CCCCN3S(=O)(=O)Cc3ccccc3)on2)cn1 (configuration not stated) | ?
O=C(OCc1cc(=O)c(OC(=O)c2ccccc2)co1)c1ccccc1 | -3%
CN1CCN(c2ccc3sc(-n4ccc5ccccc54)nc3c2)CC1 | 13µM*
CC(NC(=O)c1ccc2nc(Cc3cccc(Cl)c3)oc2c1)c1ccncn1 (configuration not stated) | ?
Cn1cc(CN2CCC(C(=O)NC(c3ccc(F)cc3)c3ccc4ccccc4n3)CC2)c2ccccc21 (configuration not stated) | 7.3µM*
COCCCn1c(=N)c(C(=O)NCc2ccco2)cc2c(=O)n3cccc(C)c3nc21 | ?
CCOc1ccc(S(=O)(=O)N2CCCC2)c2ccccc12 | ?
COc1cc(NC(=O)CSc2nc3[nH]ncc3c(=O)n2-c2ccccc2)cc(OC)c1OC | 26µM*
Cc1ccccc1Cn1c(=O)c2c(nc3n2CCCN3Cc2ccccc2)n(C)c1=O | ?
Cc1ccc(S(=O)(=O)N2CCN(C(=O)c3cc(S(=O)(=O)N4CCOCC4)ccc3Cl)CC2)c(C)c1 | 16µM*
COC(=O)C1(C(=O)OC)C/C=C\CN(S(=O)(=O)c2ccccc2[N+](=O)[O-])CC1 | -28%
CC1(C(=O)NCCC(F)(F)F)Cc2c(-c3cccc(C(N)=O)c3)ccnc2O1 (configuration not stated) | 0.82µM*
CC(=O)N1CCN(S(=O)(=O)c2cccc(C(=O)OCC(=O)Nc3c(Cl)cccc3C(F)(F)F)c2)CC1 | 21%
OCc1nc2ccccc2[nH]1 | -8%
Cc1ccc(CNS(=O)(=O)c2ccc(Cl)s2)cc1 | ?
Cc1cc(OCc2nc(N)nc(N)c2-c2ccc(Cl)c(Cl)c2)ccc1[N+](=O)[O-] | 0.13µM*
COc1ccc(S(=O)(=O)NC(=O)C2(C)CCN2C(=O)C2CCCCC2)cc1OC (configuration not stated) | -1%
COc1ccc(OC)c(CN2CCN(C(=O)c3ccc(C)c(S(=O)(=O)Nc4ccccc4OC)c3)CC2)c1 | ?
Cc1cccc(C(=O)N[C@H]2CC[C@@H](n3cc(C(=O)N4CCCC4)nn3)CC2)c1 | -7%
COc1cc(C(=O)NC2CCN(C)CC2)ccc1Nc1ncc2c(n1)N(CCc1ccccc1)CCC(=O)N2C | 15µM*
Nc1ccc2c(c1)C(=NO)c1cc([N+](=O)[O-])ccc1-2 | 2.1µM*
CCOC(=O)[C@]12CCCC=C1N(Cc1ccc(Cl)cc1Cl)C(=O)[C@H](CC(=O)NCc1cccc3ccccc13)C2 | 16µM*
CC1(C(=O)NCc2ccco2)Cc2c(-c3ccc4c(c3)OCO4)ccnc2O1 (configuration not stated) | 0.58µM*
O=C(O)c1ccc(NC(=O)c2cc3c([nH]c2=O)CCCC3=O)cc1 | -13%
CSc1ccc(C2NN=C(c3ccccc3)S2)cc1 (configuration not stated) | ?
CC(C)N1CCN(S(=O)(=O)c2ccccc2)c2ccccc21 | ?
O=C(NCCN1CCC(n2c(=O)[nH]c3ccccc32)CC1)c1ccccc1 | -1%
CCN(C(=O)COC(=O)CNC(=O)c1ccc2ccccc2c1)c1c(N)n(Cc2ccccc2)c(=O)[nH]c1=O | 2%
COC(=O)[C@@]12C[C@@H](CC(=O)N3CCC(c4ccccc4)CC3)C(=O)N(Cc3ccco3)C1=CCC(C)(C)C2 | ?
O=C(C[n+]1ccnc2ccccc21)c1ccc(Br)cc1 | ?
Cc1nc2[nH]c(=S)[nH]c2c(=O)[nH]1 | -3%
O=C(NCc1ccc(Cl)nc1)c1csc([C@@H]2C[C@H](O)[C@@H](CO)O2)n1 | 5%
Cc1cccc(CNC(=O)c2sc(=O)n(Cc3ccccc3C)c2C)c1 | ?
CSc1nc(COC(=O)NC(C)C)c(COC(=O)NC(C)C)n1Cc1ccccc1 | 13µM*
CCN(CC)C(=O)c1cccc(-c2csc(C(C)(O)c3cccc(OC)c3)n2)c1 (configuration not stated) | 23µM*
O=C(/C=C/c1ccccc1)Nc1cccc(C(=O)NCCCc2ccccc2)c1 | ?
O=C(Cn1cc(COc2c(Br)cc(F)cc2Br)nn1)c1ccc(O)cc1 | ?
COc1ccc(C(=O)OCC(=O)Nc2cc(C)on2)cc1F | 0%
CCCCNC(=O)C1(C)CCN1C(=O)c1sccc1C (configuration not stated) | 2%
CC(C)c1cccc(C(C)C)c1NC(=O)c1ccc(-c2cc(Cl)ccc2Cl)o1 | ?
COc1ccccc1N1CCN(C2CCCN(C(=O)c3ccsc3)C2)CC1 (configuration not stated) | ?
CCCCCCN1CCN(C2CN(Cc3ccccc3)S(=O)(=O)C2)CC1 (configuration not stated) | ?
CCCCCC(=O)N1C[C@H](n2cc(COC(=O)c3ccccc3)nn2)[C@@H](O)C[C@@H]1c1ccc(OC)cc1 | ?
COCOCCn1cc(CN2CCS(=O)(=O)N(Cc3ccc(-c4ccc(Cl)nc4)cc3)C(C)C2=O)nn1 (configuration not stated) | ?
CC/C(=C(/c1ccccc1)c1ccc(OCC[N+](C)(C)C)cc1)c1ccccc1 | 23µM*
CC(C)C[C@H]1CN(CCCC[C@@H]2CNC(=O)C(=O)N2Cc2ccccc2)C(=O)C(=O)N1CCC1CCCCC1 | -20%
O=[N+]([O-])c1ccccc1/C=C/c1ccnc2ccccc12 | 14µM*
CCc1nc2c(OCc3ccc(F)cc3)cccn2c1N(C)C(=O)c1ccco1 | ?
CC(=O)NC(Cc1c[nH]c2ccccc12)C(=O)OCC(=O)N1CCN(S(=O)(=O)c2ccc(Cl)cc2)CC1 (configuration not stated) | 4%
C=CCNc1nc(-c2ccc3c(c2)OCCO3)cs1 | 4%

Additional results.
Molecule | DT40 TDP1 no CPT
Cn1ncc2c1NC(c1ccc(F)cc1)SCC2=O (configuration not stated) | -27%
C=C[C@]1(C)C[C@@H](OC(=O)CSC(C)(C)CNC(=O)[C@H](N)C(C)C)[C@]2(C)[C@H](C)CC[C@]3(CCC(=O)[C@H]32)[C@@H](C)[C@@H]1O | 0.27µM*
CS(=O)(=O)N(CC(=O)N1CCOCC1)c1cccc(Cl)c1 | -1%
c1ccc2c(c1)ccc1nnnn12 | 0%
CCCCNC(=O)C1(C)CCC(=O)N1CCCn1ccnc1 (configuration not stated) | 10%
Cc1ccc(-c2nc3ccc(Br)cn3c2Cc2ccccc2)cc1 | ?
COc1ccc(C(=O)N/N=C/c2ccccn2)cc1 | ?
CC(=O)OC[C@@H]1CN(Cc2ccccc2)C[C@H](n2cnc3c(NCc4ccco4)ncnc32)O1 | -12%
CNC(=O)C1Cc2c(-c3cccc(F)c3)ccnc2O1 (configuration not stated) | 4%
Cc1cc([N+](=O)[O-])c2ccccc2c1NS(=O)(=O)c1ccccc1 | -22%
CC(NC(=O)COC(=O)c1ccccc1O)c1ccccc1 (configuration not stated) | 3%
O=C1CCC[C@@H]2[C@@H](Cc3ccccc3)[C@H](N3CCN(c4ccccc4)CC3)C[C@@H]3CCN1[C@@H]32 | ?
COc1ccccc1C1CN(Cc2c(C)nn(C)c2Cl)Cc2ccccc2O1 (configuration not stated) | -1%
NC(=S)NN=Cc1nccc2c(C(F)(F)C(F)(F)C(F)(F)F)cccc12 | 0.52µM*
Cc1cc(C(=O)N2CCCC(Nc3ccc(C)c(C)c3)C2)nc(C)n1 (configuration not stated) | -2%
Cc1ccc(-c2ccc(CCC(=O)O)n2-c2cccc(C)c2C)cc1 | -20%
CC(=O)c1ccc(O)c(CC=C(C)C)c1O | ?
C/C=C/c1cccc(-c2nc(C(=O)NC3Cc4ccccc4C3)cc3c2[C@@H](CCO)N(C(C)=O)C3)c1 | ?
Fc1ccc(-c2nc3ccc(Br)cn3c2Cc2cccc(F)c2)cc1 | ?
COc1ccc(C(=O)N[C@H](C(=O)Nc2cccc(S(=O)(=O)N3CCOCC3)c2)C(C)C)cc1 | 18µM*

4 of the compounds above, with each value named:
Structure: NC(=S)NN=Cc1nccc2c(C(F)(F)C(F)(F)C(F)(F)F)cccc12
- DT40 TDP1 no CPT: 0.52µM*
Structure: Cc1cc(C(=O)N2CCCC(Nc3ccc(C)c(C)c3)C2)nc(C)n1 (configuration not stated)
- DT40 TDP1 no CPT: -2%
Structure: Cc1ccc(-c2ccc(CCC(=O)O)n2-c2cccc(C)c2C)cc1
- DT40 TDP1 no CPT: -20%
Structure: CC(=O)c1ccc(O)c(CC=C(C)C)c1O
- DT40 TDP1 no CPT: ?

The list goes on:
Molecule | DT40 TDP1 no CPT
CC1=C(C(=O)N2CCOCC2)CC(CC(=O)NCc2ccco2)C(=O)N1Cc1ccc(F)cc1 (configuration not stated) | -16%
O=C(COC(=O)/C=C/c1ccc(Br)o1)NC1CCCCC1 | -7%
COc1ccc(C(=O)N2CCC2(C)C(=O)NC(C)C)c(OC)c1 (configuration not stated) | 7%
CCCNC(=O)c1cc(C2CCCCN2C(=O)OCCF)on1 (configuration not stated) | -2%
Cc1ccc(-c2ccc(CN3C(C)C(=O)N(Cc4cn(CC5CCCCC5)nn4)CCS3(=O)=O)cc2)cc1 (configuration not stated) | 16µM*
COc1ccc(F)cc1-c1cc(NC(C)=O)c2ncc(-c3cccc(C(F)(F)F)c3)n2c1 | ?
Cn1c2nc(=O)n(-c3ccccc3)c(=O)c-2nc2c1CCCC2 | ?
CCC1(CC)C(=O)NC(=O)NC1=S | -11%
COc1cc(C2c3cc4c(cc3OC(N3CCOCC3)C2C)OCO4)cc(OC)c1OC(C)=O (configuration not stated) | 26µM*
O=C(c1[nH]c(C(F)(F)F)nc1-c1ccccc1)N1CCN(c2ccccc2)CC1 | 4.1µM*
CCc1nc2c(OCc3ccc(Cl)cc3)cccn2c1N(C)C(=O)c1cccs1 | ?
O=C(CC1Sc2ccccc2NC1=O)NNc1ccc(F)cc1 (configuration not stated) | -8%
CN(C)c1ccc(CNc2nc3ccccc3n2C)cc1 | ?
COc1ccc(C(C)(NC(C)=O)c2nc(-c3cncnc3)cs2)cc1 (configuration not stated) | -24%
OC(c1ccc(F)c(F)c1)c1nc(-c2ccoc2)cs1 (configuration not stated) | ?
CCN(CC(=O)Nc1ccc2c(c1)OCCO2)C(=O)C(C)Oc1ccc(F)cc1 (configuration not stated) | -30%
CCOC(=O)c1cc2cc(OC)ccc2n1C1CCN(CCc2ccccc2)CC1 | ?
CN1C(=O)[C@H]2[C@@H](c3ccc(C(F)(F)F)cc3)N[C@]3(CCCN(Cc4ccc(C(F)(F)F)cc4)C3=O)[C@H]2C1=O | 18µM*
CCC(C)CNC(=O)c1[nH]c(C(F)(F)F)nc1-c1ccccc1 (configuration not stated) | -4%
O=C1NC[C@H](CCCCN2C[C@H](Cc3ccccc3)N(CC3CCCCC3)C(=O)C2=O)N(CCc2ccccc2)C1=O | ?
O=C1NC[C@@H](CCCCN2C[C@H](Cc3ccc(O)cc3)N(CCc3ccccc3)C(=O)C2=O)N(Cc2ccccc2)C1=O | -20%
CC1=C(C(=O)N2CCCCCC2)CC(CC(=O)NC(c2ccccc2)c2ccccc2)C(=O)N1Cc1ccccc1 (configuration not stated) | ?
CC(C)(C)CNC(=O)C1(C)CCN1C(=O)Cc1ccc(-c2ccccc2)cc1 (configuration not stated) | 18µM*
CC1=C(C(=O)N2CCOCC2)CC(CC(=O)NCCc2ccccn2)C(=O)N1Cc1ccccc1 (configuration not stated) | 2%

Structural class: the entries above with a COOH group.
Molecule | DT40 TDP1 no CPT
O=C(O)c1ccc(NC(=O)c2cc3c([nH]c2=O)CCCC3=O)cc1 | -13%
Cc1ccc(-c2ccc(CCC(=O)O)n2-c2cccc(C)c2C)cc1 | -20%

Bioassay records from PubChem BioAssay.
